Shiga toxin inh – Shiga toxin inhibition; Vero cells, Shiga toxin protein synthesis inhibition reporter; inhibition, % at 38.7 µM; actives 9.2% (n = 290,000); AID 2315; in the data active = inhibition mostly above about 28%, no sharp cut-off; inactive = mostly below about 43%; also: 0% is about no effect
HCMV antiviral – blocks human cytomegalovirus replication; HFF cells, HCMV-luciferase reporter, 72 h; hits give low values; activity change, negative = inhibition, % at 57.5 µM; actives 4.5% (n = 410,000); in the data active = activity change below about -60%; inconclusive = no clear call, values can overlap the other calls; inactive = above about -39%; also: % is scaled to controls: 0 for no effect and ±100 for the full control effect
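Two-dose cell screen: HFF monolayers treated with compounds and infected with luciferase-expressing HCMV at 1 PFU/cell, 72 h at 37C, then lysed for luciferase measurement.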
FBPA Giardia inh – Giardia lamblia aldolase inhibition | purified Giardia FBPA | Potency, µM (top dose mostly 59.6 µM), for the others: at the highest dose activity, negative = inhibition, hits mostly inhibitors | AID 2451 | actives 0.71% (n = 290,000); also: potency is read from the fitted curve at half-maximal effect; % is scaled to controls: 0 for no effect and ±100 for the full control effect; nearly all actives have a fitted effect of over 55% in size
Target sequence (A8B2U2 whole entry, looked up): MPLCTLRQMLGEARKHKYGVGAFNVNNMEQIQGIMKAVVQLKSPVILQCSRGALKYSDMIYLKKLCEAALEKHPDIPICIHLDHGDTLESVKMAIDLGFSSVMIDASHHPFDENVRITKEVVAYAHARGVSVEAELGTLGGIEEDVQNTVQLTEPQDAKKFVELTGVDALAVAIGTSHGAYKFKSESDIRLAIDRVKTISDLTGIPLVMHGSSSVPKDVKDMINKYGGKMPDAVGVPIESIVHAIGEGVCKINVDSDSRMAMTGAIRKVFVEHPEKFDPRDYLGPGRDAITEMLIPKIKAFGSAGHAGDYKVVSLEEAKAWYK
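Giardia FBPA (40 nM reagent) was preincubated 10 min at RT with compound (up to 57.5 uM final), then substrate plus GAPDH/TPI/NAD/arsenate coupling system with diaphorase/resazurin was added; resorufin fluorescence (525/598 nm) was read after 20 min.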
AmpC inh detg – blocks E. coli AmpC beta-lactamase in detergent assay; P00811; AmpC hydrolysis of nitrocefin, absorbance 480 nm, 0.01% Triton; Potency, µM (top dose mostly 114 µM), without a hit: at the highest dose activity change, negative = inhibition, actives largely listed as inhibitors; actives 0.041% (n = 370,000);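 also: potency is read from the fitted curve at half-maximal effect; 0% = no-compound wells and -100% = no-enzyme wells; nearly all actives have a fitted effect of over 25% in size; some results filed as inactive show a strong effect at the top dose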
Target sequence (P00811 whole entry, looked up): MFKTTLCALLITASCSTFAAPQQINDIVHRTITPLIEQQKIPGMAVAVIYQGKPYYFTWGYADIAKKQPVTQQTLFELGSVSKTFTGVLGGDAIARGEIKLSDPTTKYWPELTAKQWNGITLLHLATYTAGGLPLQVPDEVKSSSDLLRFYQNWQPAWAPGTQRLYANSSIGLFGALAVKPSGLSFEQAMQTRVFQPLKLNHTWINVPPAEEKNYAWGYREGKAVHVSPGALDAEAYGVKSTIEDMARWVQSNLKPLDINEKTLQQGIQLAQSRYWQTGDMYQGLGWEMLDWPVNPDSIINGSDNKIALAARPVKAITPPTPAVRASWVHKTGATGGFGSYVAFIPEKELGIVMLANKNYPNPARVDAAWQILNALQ
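AmpC (5.3 nM in the dispensed reagent) in 20 mM phosphate pH 7.0 with 0.01% (detergent screen) or 0.0001% Triton X-100 was preincubated with compounds for 15 min at room temperature. Nitrocefin was then added from an 800 uM solution, and hydrolysis was followed at 480 nm.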
AMA1-RON2 inh – disrupts binding of P. falciparum AMA1 to RON2 | actives 0.2% (n = 360,000) | Potency, µM (highest dose often 58.2 µM), without a hit: top-dose activity change, negative = inhibition, actives largely listed as inhibitors | AlphaScreen AMA1-biotinylated RON2 peptide binding;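 also: potency is read from the fitted curve at half-maximal effect; 0% = vehicle wells and -100% = peptide control; nearly all actives have a fitted effect of over 45% in size; some results filed as inactive show a strong effect at the top dose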
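AMA1 (3D7) with his tag at 25 nM final met compounds first, then biotinylated RON2 peptide at 25 nM; detection used donor plus acceptor beads, 10 µg/mL apiece, read by AlphaScreen after 30 min at room temperature.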
AmpC no deterg – AmpC beta-lactamase inhibition without detergent; P00811; AmpC nitrocefin hydrolysis, absorbance 480 nm, 0.0001% Triton; Potency, µM (highest dose often 57.1 µM), without a hit: at the top dose activity change, negative = inhibition, most hits filed as inhibitors; actives 0.52% (n = 330,000); AID 485341;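 also: potency is read from the fitted curve at half-maximal effect; plate controls were no compound for no effect and no enzyme for full effect; nearly all actives have a fitted effect of over 20% in size; some results filed as inactive show a strong effect at the top dose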
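20 mM phosphate pH 7.0 + 0.01% (detergent screen) or 0.0001% Triton X-100; 5.3 nM AmpC reagent; cpd preinc 15 min RT; nitrocefin (800 uM stock) to start; A480 q20 s × 4 min; Activity was normalised to no-enzyme and no-compound control wells.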
Cycloheximide cs – counter-screen hit for Shiga toxin inhibitors, cycloheximide | cell reporter, cycloheximide protein synthesis inhibition counterscreen | max response, % | actives 12% (n = 300,000); in the data active = max response mostly above about 13%, no sharp cut-off; inactive = mostly below about 14%; also: read at 38.3 µM for the half of the compounds with a filed dose; 0% is about no effect
Numbers without * were called inactive; ? = inconclusive; . = not tested or not shown; & = joins results of further samples; [ ] = another dose, or the depositor's remark. Unless noted, calls follow the shape of the dose curve; as a rule, active = well fitted curve in the direction sought with a large enough effect; inconclusive = small, poorly fitted or top-dose-only effect, or another doubt; inactive = no such curve, though single readings can be large; an effect the other way counts as inactive or inconclusive.

SMILES	Shiga toxin inh	HCMV antiviral	FBPA Giardia inh	AmpC inh detg	AMA1-RON2 inh	AmpC no deterg	Cycloheximide cs
COc1ccc(C(=O)NCCCOc2cccnc2)cc1OC1CCN(C(C)=O)CC1	-5	46	.	9%	-4%	0%	5
O=C(Nc1cc(Cl)ccc1F)c1ccc(-n2cncn2)c([N+](=O)[O-])c1	.	-32	.	?	-3%	-22%	.
O=C(CCc1ccccc1)N[C@@H]1c2ccccc2CC[C@@H]1OCc1ccccc1	.	-8	.	.	-4%	3%	.
CCOC(=O)Oc1ccc(C(=O)OCCCN(C)C)cc1OC	-8	3	-7%	3%	14%	0%	-2
CC(=O)c1ccc(OCC(=O)NCC(c2ccco2)N2CCCCC2)cc1 (stereo not drawn)	25	-1	8%	1%	16%	-14%	11
Cc1cc(C)c(S(=O)(=O)N2CCN(c3ccccc3)CC2)c(C)c1	-6	-10	-2%	-16%	9%	-31%	-3
Cc1c(Cc2c(Cl)cccc2Cl)c(=O)ccn1C(C)c1ccccc1 (stereo not drawn)	-14	-21	10%	0%	1%	43%	-2
CC(=O)OCc1c(F)c(F)c(-n2nc(C)cc2C)c(F)c1F	-12	23	6%	?	-1%	-2%	-2
O=C(CSc1nnc(-c2ccc(Cl)cc2)n1-c1ccccc1)N/N=C/c1ccccc1C(=O)O	14	20	29%	0%	51%[activator]	-25%	-2
CC1CCCC(C)N1C(=O)COC(=O)c1ccc(F)c(S(=O)(=O)N2CCOCC2)c1 (stereo not drawn)	-3	-19	.	-4%	13%	-7%	1
Cc1ccc(NC(=O)CN(C)C(=O)Cc2ccc3c(c2)CCC3)cc1	.	-35	.	-9%	-13%	-8%	.
Cc1ccc(NC(=O)C2CC(=O)N(C(C)C)C2)cc1C (stereo not drawn)	.	27	-2%	?	7%	-9%	-2
C[C@@H](NS(=O)(=O)c1ccc(Br)cc1F)[C@@H](O)c1ccccc1	.	-27	.	.	0%	-21%	.
Cc1ccc(/C=N\NC(=O)CC(=O)NCCc2ccccc2)cc1	-5	19	4%	?	27%	-7%	1
Cc1ccc(S(=O)(=O)Nc2ccccc2C(=O)N2CCCCC2C)c(C)c1NS(C)(=O)=O (stereo not drawn)	9	-16	4%	-3%	1%	55%	-2
CCCN(Cc1cc2ccc(C)cc2[nH]c1=O)C(=O)c1cccnc1	30	2	1%	-5%	-3%	-38%	-2
COc1ccc(S(=O)(=O)N2CCN(C)CC2)cc1Br	15	-8	4%	-21%	2%	-22%	-3
O=C(N/N=C/c1sc(=O)n(-c2ccccc2)c1Cl)c1ccncc1	67*	-86*	-4%	-6%	2%	-18%	20*
COc1ccc(C(CC(=O)Nc2cc(C)ccn2)N2Cc3ccccc3C2=O)cc1 (stereo not drawn)	-1	-31	11%	-3%	-9%	-13%	-3
COc1ccc(/C=N/NC(=O)c2ccc3c(c2)OCCO3)c(OC)c1	46	-29	6%	-3%	-11%	-42%	56*
O=C(c1cccnc1Cl)N1CCOCC1	-6	25	8%	-7%	5%	-10%	-5
O=C(Nc1ccc(Cl)cc1)c1cc2c(cc1O)[nH]c1ccccc12	39	-81*	-10%	?	-12%	-60%	5
CCn1nnnc1SCC(=O)Nc1nc2ccccc2s1	10	28	-3%	4%	-8%	-25%	21*
COc1cccc(CNC(=O)Cn2ccc3cc(S(=O)(=O)N4CCCC4)ccc32)c1	-2	11&-6	16%	4%&2%	0%	-15%	7
CCOC(=O)N1c2ccccc2C=CC1OCC (stereo not drawn)	-13	.	-3%	?	.	-42%	-3

Next results
SMILES	Shiga toxin inh	HCMV antiviral	FBPA Giardia inh	AmpC inh detg	AMA1-RON2 inh	AmpC no deterg	Cycloheximide cs
Nc1nnc(SCC(=O)N2CCCCC2)s1	-10	37	.	2%	-4%	-12%	0
COc1ccc(OC)c2[nH]c(=O)c(CCNC(=O)C(=O)c3c[nH]c4ccccc34)cc12	-6	71	1%	1%	-20%	3%	-2
Cc1ccc2c(c1)C1CN(C)CCC1N2C(=O)Nc1cccc(C(F)(F)F)c1 (stereo not drawn)	-6	-6	1%	-1%	-15%	54%	-1
O=S(=O)(CC(CN1CCCCC1)N1CCCCC1)c1ccccc1 (stereo not drawn)	54	-99*	1%	-1%	-2%	2%	27*
O=C1NN(c2cccc(Br)c2)C(=O)/C1=C\c1ccc(N2CCOCC2)cc1	-17	.	23%	-2%	-8%	-17%	-2
O=c1c(Cl)cc(Cl)nn1-c1ccccc1	-9	-66*	4%	-5%	17%	-17%	-2
COc1cccc(NC(=O)c2ccccc2NC(=O)c2ccncc2)c1	.	31	.	.	-1%	-26%	.
Cc1nc(N2CCN(C)CC2)c2c(C)c(C(=O)Nc3ccc(C)c(F)c3)sc2n1	-9	35	-1%	3%	7%	161%[activator]	-1
Cc1cc(C)n2nc(SCc3nnc(-c4ccccc4Br)o3)nc2n1	-11	66	2%	2%	8%	45%	-2
O=c1[nH]c(=O)n(C2C[C@H](O)[C@@H](CO)O2)cc1C(F)(F)F (stereo partly drawn)	.	-7	.	?	7%	-8%	.
CC(NC(=O)COc1ccccc1)C(=O)OCC(=O)c1cc2ccccc2o1 (stereo not drawn)	24	78	7%	-12%	29%	0%	-1
CCOC(=O)N1CCN(c2c(N3CCN(c4ccc(F)cc4)CC3)c(=O)c2=O)CC1	-7	-14	2%	2%	3%	44%	3
O=C(NCc1ccccc1)Nc1cccn(Cc2ccccc2F)c1=O	5	-28	-5%	?	-4%	-46%	20*
O=S1(=O)NC(=NCC(c2ccco2)N2CCCCC2)c2ccccc21 (stereo not drawn)	4	0	-1%	3%	0%	-27%	-1
O=C(COC(=O)C12CC3CC(CC(C3)C1)C2)NNC(=O)c1ccccc1	.	48	.	.	27%	-14%	.
CCOC(=O)c1ccc(S(=O)(=O)NNC(=O)c2ccc3c(c2)nc(C)n3CC)cc1	23	0	-1%	3%	0%	-50%	-3
CC(C)n1c(SCC(=O)N2CCCCC2)nc2c1c(=O)n(C)c(=O)n2C	-4	-25	-7%	-7%	-3%	1%	-2
COc1ccc(S(=O)(=O)N2CCOCC2)cc1NC(=O)CN(C)CC(=O)Nc1cccc(F)c1	.	8	.	.	57%[activator]	90%[activator]	.
Cc1cc(=O)[nH]c(SCC(=O)Nc2ccc(C)c(S(=O)(=O)N3CCCCC3)c2)n1	-2	14	9%	5%	7%	?	1
COCC(C)NC(C(=O)Nc1cccc(C(C)=O)c1)c1ccccc1 (stereo not drawn)	-2	-26	3%	3%	-8%	-11%	-4
Clc1ccc(-c2nc3ccccn3c2CN2CCCCC2)cc1	40	-77*	-2%	1%	12%	-22%	19*
COc1cc(NC(=O)Cc2ccccc2)cc(OC)c1	-8	3	-3%	-15%	-25%	-12%	0
CCCc1nn2c(=O)cc(CSCC(=O)Nc3cccc(OC)c3)nc2s1	-2	-15	-1%	-11%	13%	-7%	1
CC(C)n1nc(C(=O)OCC(=O)c2c[nH]c3ccccc23)c2ccccc2c1=O	-5	31	-2%	-4%	-7%	-18%	10
COc1cc(CCC(=O)OCC(=O)N(CC(C)C)C2CCS(=O)(=O)C2)cc(OC)c1OC (stereo not drawn)	.	-31	.	0%	-2%	23%	.

Full records as entered above. Screens in order: Shiga toxin inh | HCMV antiviral | FBPA Giardia inh | AmpC inh detg | AMA1-RON2 inh | AmpC no deterg | Cycloheximide cs
COc1ccc(S(=O)(=O)N2CCN(C)CC2)cc1Br is entered as 15 | -8 | 4% | -21% | 2% | -22% | -3
CCOC(=O)c1ccc(S(=O)(=O)NNC(=O)c2ccc3c(c2)nc(C)n3CC)cc1 is entered as 23 | 0 | -1% | 3% | 0% | -50% | -3
CCOC(=O)N1c2ccccc2C=CC1OCC (stereo not drawn) is entered as -13 | . | -3% | ? | . | -42% | -3
Cc1cc(C)c(S(=O)(=O)N2CCN(c3ccccc3)CC2)c(C)c1 is entered as -6 | -10 | -2% | -16% | 9% | -31% | -3
Nc1nnc(SCC(=O)N2CCCCC2)s1 is entered as -10 | 37 | . | 2% | -4% | -12% | 0

Further entries:
SMILES	Shiga toxin inh	HCMV antiviral	FBPA Giardia inh	AmpC inh detg	AMA1-RON2 inh	AmpC no deterg	Cycloheximide cs
COc1ccc(NC(=O)CNC(=O)Cc2ccccc2)cc1	18	77	-2%	-8%	4%	5%	8
O=C(COC(=O)c1cnccn1)NCCc1ccccc1	-9	-23	9%	-7%	4%	12%	-3
CCS(=O)(=O)c1ccc2c(c1)N(S(C)(=O)=O)CC(C(=O)NN)O2 (stereo not drawn)	26	-4	-2%	-9%	4%	-5%	-1
Cc1ccc(S(=O)(=O)N2[C@@H](c3ccc(Br)cc3)C(C(=O)O)=C[C@H]2C(C)(C)C)cc1	.	-17	.	.	3%	-18%	.
CC(C)Cn1c(CN2CCN(c3ccccc3F)CC2)nc2c1c(=O)[nH]c(=O)n2C	-4	-19	-3%	?	3%	-14%	-2
CN(C)C(=O)Cn1nc(-c2ccccc2)c2ccccc2c1=O	12	-21	3%	-14%	-1%	-15%	-2
CCOc1ccc(CNc2ccc(CNc3ncn[nH]3)cc2)cc1	-2	-21	0%	-6%	2%	-6%	6
Cc1cccc(NNC(=O)C(=O)NNc2cccc(C)c2)c1	24	26	-6%	3%	?	-45%	14
COCCNC(=O)C1CCC(CNS(=O)(=O)c2ccccc2)CC1 (stereo not drawn)	-9	30	2%	4%	2%	-6%	-2
O=C1C2C(C(=O)N1/N=C/c1cccc([N+](=O)[O-])c1)C1C=CC2C12CC2 (stereo not drawn)	75*	-29	3%	-13%	2%	-17%	52*
Cc1ccc(C)c2c1[nH]c1ccc([N+](=O)[O-])cc12	-12	-30	-1%	-2%	-17%	-59%	-4
COCCCNC(=O)CCc1c(C)nc2c(-c3ccc(F)cc3)c(C)nn2c1C	52	-20	0%	-8%	-2%	94%[activator]	1
CCOC(=O)C1(CCc2ccccc2)CCN(Cc2cccc3cnccc23)CC1	-3	?	-4%	-1%	-20%	-12%	-1
N#Cc1c(-c2ccc3c(c2)OCO3)csc1N	83*	5	-27%	-7%	-15%	-55%	28*
COc1ccc(/C(N)=N/OC(=O)CN(C)S(=O)(=O)c2ccc(C)cc2)cc1	24	-10	-13%	-4%	9%	-10%	4
Cc1ccc(C(=O)COC(=O)COc2ccccc2C)cc1	-19	-17	.	10%	38%[activator]	-9%	3
O=C(O)c1ccc(N2CC3CC(C2)c2cccc(=O)n2C3)c(NS(=O)(=O)c2cccc(C(F)(F)F)c2)c1 (stereo not drawn)	-7	?	-3%	?	-12%	-31%	-2
O=c1[nH]cnc2scc(-c3cccs3)c12	-7	-9	7%	-4%	4%	-19%	-2
CC1CC2(CCCC2)Nc2ccc(F)cc21 (stereo not drawn)	26	?	?	4%	-10%	-18%	-7
CCCc1cc(=O)oc2cc(OCC(=O)Nc3ccc(CN4CCOCC4)cc3)c(Cl)cc12	-2	0	.	?	-1%	13%	-3
CNS(=O)(=O)c1cccc(C(=O)OCC(=O)N(CCC#N)c2ccccc2)c1	-8	-22	6%	?	14%	-6%[11.4 µM]	2

Bioassay records from PubChem BioAssay.
